AI-2 QS modul: Vibrio harveyi AI-2 quorum sensing modulation | activity change, % at 7.5 µM | 300,000 tested, 0.4% active | Vibrio harveyi JMH597 AI-2 luminescence/OD600 ratio, 9 h; stronger effect = lower value; strain lacks LuxN and CqsS sensors; 0 = neutral-control median; in the data active = activity change below about -75%, passing the limit was not always enough; inconclusive = no clear call, values can overlap the other calls;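 note: luminescence divided by OD600 gain over 9 h not by final OD600 alone; inactives centre near 13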
aSyn 5UTR inh: MLPCN primary screen, SNCA 5' untranslated region. alpha-synuclein 5'UTR reporter, inhibitor activity. inhibition, % (tested at 7.5 µM). 300,000 tested, 0.82% active; in the data active = inhibition above about 60%; inconclusive = no clear call, values can overlap the other calls;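 note: H4 neuroglioblastoma cells stably carrying SNCA 5'UTR luciferase fusion; 0% = DMSO wells and 100% = positive control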
HSP90 inh: HSP90 refolding inhibition in rabbit reticulocyte lysate | luciferase refolding luminescence, 3 h | inhibition, % at 5.6 µM | 290,000 tested, 0.91% active | AID 1789;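 active = inhibition above the screen-wide mean plus 3 SD, computed separately per campaign, cut at about 16% in these data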;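 note: 0% = DMSO wells and 100% = 60 µM geldanamycin wells; inhibitors lower the luminescence because luciferase stays unfolded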
HSF1 inh: HSF1 inhibition | NIH3T3-HGL HSE-luciferase, MG132-induced, luminescence 8 h; stronger effect = lower value | activity change, negative = inhibition, % at 7.5 µM (by protocol) | 300,000 tested, 0.77% active | AID 2098;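 active = more than half of replicate wells show activity change below -50%, luminescence cut by over half; inconclusive = some wells, but at most half, below -50%; inactive = no replicate well below -50%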;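 note: luciferase reports HSF-1 transcriptional activity via heat shock element; 0% = median of DMSO wells and -100% = zero luminescence signal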
SKKanGAS inh: blocks kanamycin growth of S. pyogenes SKKanGAS strain. BacTiter-Glo, 6 h. inhibition, % at 7.5 µM. 300,000 tested, 1.3% active. AID 1662;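 active = mean replicate score, as percent of positive control median, at least 50; inconclusive = mean below 50 but one replicate at or above 50; inactive = mean and every replicate below 50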;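 note: strain carries kanamycin resistance gene driven by streptokinase promoter and grows in 40 µg/ml kanamycin; loss of luminescence reflects streptokinase promoter inhibition or plain growth inhibition; 0% = median of DMSO wells and 100% = positive control at its reference dose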
HIF act: HIF pathway transcriptional activation. U2OS HRE-luciferase reporter, luminescence; normalized: DMSO 0%, desferrioxamine 100%. activation, % at 7.5 µM (by protocol). 300,000 tested, 0.32% active;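 active = mean activation of at least 10% of the iron chelator positive control signal, with at least half of replicates also reaching 10%; inconclusive = mean and replicate majority disagree about reaching 10%; inactive = mean and most replicates under 10%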
KLF5 inh: inhibitors of KLF5 expression | AID 1700 | 290,000 tested, 0.23% active | inhibition, % at 5 µM | DLD-1 KLF5 promoter-luciferase reporter, luminescence;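 active = inhibition above a per-plate limit of that plate's mean compound inhibition plus 3 SD, cut at about 60% in these data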;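 note: 0% = DMSO wells and 100% = LY294002 at 200 µM; higher means less KLF5 promoter-driven luciferase light; inactives centre near -14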
Platelet DG rel: platelet dense granule release activity | inhibition, %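 (compounds screened at 7.5 µM in platelet-rich plasma)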 | AID 1663 | human platelet-rich plasma, SFLLRN dense granule ATP release, luminescence | 300,000 tested, 0.22% active;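 active = mean replicate score, as percent of positive control, at or above 50; inconclusive = mean below 50 but at least one replicate at or above 50; inactive = mean and every replicate below 50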
HSF1 activator: increases HSF-1 driven luciferase reporter signal. NIH3T3-HGL HSF-1 luciferase reporter, MG132, 8 h; 100% = twice DMSO control signal. activation, % at 9 µM. 300,000 tested, 1.7% active. AID 504408;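 active = mean replicate activation of at least 50% with a set share of replicates each reaching 50%; inconclusive = only one of those two conditions met; inactive = mean below 50% and too few replicates reaching it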;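 note: 0% = median of the neutral control wells and 100% = twice that signal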
IEC-6 cytotox: counter-screen for KLF5 inhibitors: cytotoxicity in IEC-6 cells; inhibition, % at 5 µM; 290,000 tested, 0.78% active; IEC-6 cytotoxicity, luminescence viability; in the data active = inhibition above about 22%;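 note: 0% = plate median of test compound wells and 100% = cytotoxic reference compound wells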
Starred values were filed as active, the others as inactive; ? = inconclusive; nt = no result given. Rows are unselected. About 6% of those tested had a hit in this group.

SMILES	AI-2 QS modul	aSyn 5UTR inh	HSP90 inh	HSF1 inh	SKKanGAS inh	HIF act	KLF5 inh	Platelet DG rel	HSF1 activator	IEC-6 cytotox
COc1ccc(C(=O)N2CCN(C(C)=O)CC2)cc1S(=O)(=O)N1CCOCC1	23	5	-6	-2	0	0.2	-6	1	-3	3
COc1ccc(CNC(=O)C2CCCN(S(=O)(=O)c3cc(C)ccc3OC)C2)cc1 (stereo not given)	23	14	-3	-3	-4	0.1	-12	-6	-5	3
COc1cc(/C=N/N2CCCCC2)cc([N+](=O)[O-])c1O	30	12	-4	-14	0	-1.5	-26	5	-14	-6
O=C(O)CCNc1ccc(NCCC(=O)O)c2c1C(=O)c1ccccc1C2=O	58	15	10	-5	25	-1.5	-1	-3	-24	24*
O=C(NN1CCN(Cc2ccccc2Cl)CC1)c1ccc(Br)cc1	8	14	1	-4	22	-0.6	12	2	4	-2
CC(C)(C)c1ccc(C(=O)Nc2ccc(N3CCOCC3)cc2)cc1	51	-25	3	-3	10	1.1	9	4	-7	7
Cc1cnc(C(=O)Nc2nnc(C(C)C)s2)cn1	50	-58	0	5	1	0.3	-107	4	15	-4
C=CCn1c(-c2ccccc2)nc(=S)c2c1CC(C)(C)OC2	10	-7	-1	-3	-1	0.1	-5	-2	9	-2
CC(C)c1ccc(C(C)NCCS(=O)(=O)c2ccc(Br)cc2)cc1 (stereo not given)	28	-16	-4	2	0	-1.2	-41	0	-2	-11
CC(C)NC(=O)NC(=O)COC(=O)c1ccc([N+](=O)[O-])cc1Cl	31	-3	0	0	3	0.0	-14	4	-2	-7
Cc1cc2c(cc1C)NC(c1c(C)n(C)n(-c3ccccc3)c1=O)C1=C(CC(C)(C)CC1=O)N2 (stereo not given)	4	-41	4	18	13	0.0	-31	8	50	-2
CCCCSc1nsc(NC(C)=O)n1	31	-135	4	19	10	2.5	-117	-7	38	0
Cc1occc1-c1nnc(SCC(=O)NCCc2ccccc2)o1	16	-12	-1	-7	-10	-1.1	-13	-11	-4	5
CN(C)c1ccc(NC(=S)c2ccc3ccccc3n2)cc1	19	-58	8	-17	-11	2.1	-96	10	-29	2
CCc1ccc(-c2ccc(C(=O)C(F)(F)F)[nH]2)cc1	21	-80	-6	-1	-7	1.9	-85	-8	25	4
COc1ccccc1S(=O)(=O)Nc1ccc2cn[nH]c2c1	11	-1	-6	-5	0	nt	-31	0	2	-3
O=C1COc2ccc(C(=O)COC(=O)COc3ccccc3[N+](=O)[O-])cc2N1	31	-8	11	-4	12	-0.2	4	-2	-4	5
COc1ccc(OCCn2c(N)nc3ccccc32)cc1	9	-6	-3	-1	13	0.7	-19	-1	1	3
CN(C)c1ccc(NC(=O)c2ccc3nc[nH]c3c2)cc1	6	-126	0	5	9	0.5	-124	3	2	1
COc1cccc(CNc2ccc3[nH]c(=O)[nH]c3c2)c1OCc1ccccc1Cl	32	21	1	-1	-2	-22	-16	-1	21	-4
CCC1CCCCN1Cc1ccc(N)cc1 (stereo not given)	7	3	0	-1	nt	0.1	-3	2	-4	-2
Cc1coc2c(C)c3oc(=O)c(CCC(=O)N4CCC(C(=O)NCCCC(=O)O)(c5ccccc5)CC4)c(C)c3cc12	8	0	-2	-6	8	0.1	7	8	7	2
CCOC(=O)c1c(-c2ccc(C)cc2)cn2ccccc12	19	38	-3	33	3	0.1	-22	0	78*	2
COc1ccc(C(C(=O)NC2CCCCC2)N(C(=O)CCl)c2ccccc2Cl)cc1 (stereo not given)	16	-33	1	-3	-12	-0.2	-23	2	1	-3
CCn1ccnc1CNC(=O)CC1C(=O)NCCN1Cc1ccccc1F (stereo not given)	13	-1	1	nt	2	nt	-14	-3	nt	-2

Next section
SMILES	AI-2 QS modul	aSyn 5UTR inh	HSP90 inh	HSF1 inh	SKKanGAS inh	HIF act	KLF5 inh	Platelet DG rel	HSF1 activator	IEC-6 cytotox
CC(C)c1cc(CN2CCN(Cc3ccc(F)c(F)c3)C(CCO)C2)[nH]n1 (stereo not given)	17	5	2	11	-5	-0.1	8	10	0	8
CCc1cc2c(=O)n(Cc3ccco3)c(SCC(=O)N3CCCc4ccccc43)nc2s1	2	-5	3	-3	16	1.4	-4	-1	3	-1
CCOC(=O)C1=C(CSc2nc3ccccc3s2)NC(=O)NC1c1cc(C)ccc1C (stereo not given)	9	14	7	19	1	-0.2	7	0	32	6
O=C(NCc1ccco1)C1CCN(c2nc3ccccc3n2Cc2ccc(F)cc2)CC1	1	4	2	13	-2	-0.2	-3	22	30	4
CN1CCN(C(=O)c2ccc(CNS(=O)(=O)c3ccc(F)c(Cl)c3)cc2)CC1	8	8	-3	0	0	0.5	-12	-1	15	-4
Nc1nonc1-n1nnc(C(=O)N/N=C/c2cccnc2)c1CSc1ccc(Cl)cc1	13	2	3	-2	-5	-0.1	2	-9	-3	2
Cc1cccc(S(=O)(=O)Nc2nc3ccccc3nc2OC(C)C)c1	17	-3	1	-1	18	-2.4	-8	-1	14	0
COC(=O)c1cccc(S(=O)(=O)N2CCOCC2)c1	5	7	2	1	0	-0.7	-29	0	8	1
O=C(CSc1nnc(Cc2cccs2)n1-c1ccc(Cl)cc1)NCc1ccc2c(c1)OCO2	9	5	2	2	4	-0.5	16	1	18	0
O=C(COc1ccccc1)Nc1c(Cl)ccc2nsnc12	nt	9	-5	-6	-3	-4.2	10	-5	-14	4
COc1ccc(OC)c2sc(NC(=O)c3ccc(S(=O)(=O)N(C)C)cc3)nc12	29	4	-2	0	7	-0.4	-35	0	-12	0
NC1=NC(=Nc2cccc(S(N)(=O)=O)c2)c2ccccc21	24	2	1	-7	-7	-0.1	1	18	-10	-5
COc1ccc(CC(=O)NCC(=O)N/N=C/c2ccc(C)o2)cc1	16	14	0	-5	0	-0.1	0	3	-4	5
CNC(=O)COc1coc(CN2CCN(c3ccccc3OC)CC2)cc1=O	14	-2	-1	1	-6	0.1	-22	2	15	-4
CCc1nc(SCC(=O)Nc2ccccc2OC)c2c(C)c(C)sc2n1	2	3	4	3	?	-9.4	18	-4	10	5
Cc1ccc(C2C(C#N)C(C#N)N3CCCN23)cc1 (stereo not given)	10	6	-2	-9	8	0.3	-17	3	-20	-2
COc1ccccc1CNC(=O)[C@H](C)NC(=O)C1CCN(C(=O)[C@H](CCSC)NC(=O)OC(C)(C)C)CC1	10	20	2	3	-4	0.2	-36	-1	23	3
O=C(O)c1ccc2c(c1)N(Cc1ccccc1)C(=O)c1ccccc1S2	5	2	-4	-6	10	-0.3	-9	1	0	4
Nc1ncnc(Nc2cccc(Cl)c2Cl)n1	9	-17	-5	1	0	0.7	-39	-2	3	-4
CN(CC(=O)Nc1ccc(F)c(F)c1F)C(=O)c1cc(-c2ccncc2)nc2ccccc12	16	7	nt	0	20	-0.8	nt	-5	-2	nt
CN1CCN(c2ccc(NC(=O)COc3ccccc3Cl)cc2)CC1	20	-65	0	8	3	2.1	-14	-1	1	-1
O=C(N1CCOCC1)N1CCN(CC(O)COc2ccc3ccccc3c2)CC1 (stereo not given)	14	5	-2	-2	0	0.1	7	2	-1	0
CCOc1cc(C#N)c(NC(=O)CSc2nnnn2-c2ccc(OC)cc2)cc1OCC	9	18	1	-3	2	0.0	-21	5	-7	-4
CC1=CC(C)(C)NC(=S)N1c1cccc2cc(S(=O)(=O)O)ccc12	17	10	4	-4	-3	-0.2	-21	4	0	-12
CCN(CC)c1cccc(OC2=NS(=O)(=O)c3ccccc32)c1	0	-9	1	-9	3	0.0	-39	6	-1	2

Going on with the list:
SMILES	AI-2 QS modul	aSyn 5UTR inh	HSP90 inh	HSF1 inh	SKKanGAS inh	HIF act	KLF5 inh	Platelet DG rel	HSF1 activator	IEC-6 cytotox
CC(C)S(=O)(=O)c1ccc(C(=O)Nc2ccc(F)cc2F)cn1	25	10	1	-36	-8	0.8	-12	7	-47	-4
COc1ccccc1N1CCN(C(=O)c2cc(C)oc2C)CC1	19	4	5	7	7	-0.1	-37	10	12	2
O=C(COC(=O)c1cnc(Cl)c(Cl)c1)NCCC1=CCCCC1	31	9	0	-2	-1	-1.5	2	-3	35	-4
C=CCN1C(=O)C(CC(=O)Nc2ccccc2)SC1=Nc1ccc(S(N)(=O)=O)cc1 (stereo not given)	24	7	1	10	-9	-0.5	-24	-4	13	-5
COc1ccc(-c2noc(CNC(=O)CCCN3C(=O)[C@H]4CC=CC[C@H]4C3=O)n2)cc1	10	-23	3	-19	7	-0.1	-7	6	-37	4
Cc1ccc(C)c(N2CCN(C(=O)c3ccccc3Br)CC2)c1	30	-2	2	0	2	-0.5	4	-2	-8	0
COc1ccc(N(C(C)C(=O)N/N=C/c2ccc(OC(C)C)cc2)S(C)(=O)=O)cc1 (stereo not given)	-11	-12	4	-3	6	-0.5	-35	2	7	2
CCCNC(=S)N1CC2(C)CN(C(=O)C(=O)OC)CC(C)(C1)C2=O	9	-19	-2	10	-4	0.4	-38	3	-15	4
Nc1ccc(C(=O)N2CCCC2)cc1CS(=O)(=O)c1ccc(Cl)cc1	32	15	2	-1	-9	-0.6	-9	-1	8	0
CN(C)c1nc(N(C)C)n(Cc2c(Cl)cccc2Cl)n1	28	-5	7	-7	-4	-0.6	15	-3	2	8
CCN1CCN(C(=O)/C=C/c2c(F)cccc2Cl)CC1	11	-90	6	4	4	0.3	-49	-8	10	0
COc1ccc(-c2nn(C)c(=O)c3ccccc23)cc1NC(=O)COc1ccccc1	-1	50	-1	8	1	-0.3	-18	-3	9	6
O=C(NCc1cccs1)c1ccc(S(=O)(=O)N2CCOCC2)cc1	5	-3	-7	4	1	0.0	-22	14	9	1
COc1cccc(C(=O)NCCS(=O)(=O)NC(C)CCc2ccccc2)c1 (stereo not given)	5	11	nt	-2	-10	-2.0	nt	2	14	nt
CCOC(=O)C(NCc1ccc(F)cc1)(NC(=O)c1ccccc1)C(F)(F)F (stereo not given)	8	-5	6	-1	-2	-0.4	-14	-1	5	5
CC1(c2ccncc2)Nc2ccccc2-c2nc3ccccc3n21 (stereo not given)	37	-66	1	20	-1	1.2	-123	-2	48	3
CCOC(=O)N1CCN(C(=O)CCCn2nc(C)c3sc4ccccc4c3c2=O)CC1	31	16	5	-5	11	-0.3	-10	-4	4	3
CCCC(=O)Nc1ccccc1NC(=O)c1ccc2c(c1)OCO2	24	-14	-2	-4	-1	0.3	-18	3	-2	-10
O=C(c1cc2cccc([N+](=O)[O-])c2oc1=O)N1CCOCC1	8	-10	-4	6	3	0.1	6	-5	44	1
O=c1[nH]c2c(s1)C(c1ccccc1)C1C3CCC(C3)C1S2 (stereo not given)	43	13	-2	0	17	-0.2	-39	-2	-5	-4
CCCc1cc(=O)oc2cc(C)cc(OC(C)C(=O)NCC(O)c3ccccc3)c12 (stereo not given)	9	-9	-1	19	5	0.0	0	2	37	-3
CC(C)(C)NC(=O)CN(C(=O)CCC(=O)Nc1nccs1)c1ccc2c(c1)OCCO2	0	-5	1	-5	2	0.1	-37	5	-15	-6
